Screens as filed in PubChem BioAssay.
Vif-A3G inh – inhibitors of Vif-APOBEC3G interaction. 410,000 compounds, 0.076% hits. Q9HC16. Potency, µM (highest dose often 46.1 µM), without a hit: at the highest dose activity, negative = active, actives largely listed as inhibitors. HeLa A3G-eYFP + Vif (tagged APOBEC3G with the HIV-1 protein that degrades it), YFP fluorescence, overnight;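 further: potency means the concentration at half of the fitted maximal effect; on the % scale 0 is the no-effect control and ±100 the full control effect; nearly all actives have a fitted effect of over 60% in size; hits raise eYFP signal because A3G escapes Vif-driven loss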
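Read-out is eYFP fluorescence (Ex 488/Em 500-530) from Vif-expressing HeLa A3G-eYFP cells; more signal means A3G escaped Vif-mediated degradation. Cells plated overnight, compound pinned in, incubated overnight at 37 deg C.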
RXFP1 agonist – agonists of human relaxin receptor RXFP1 | Q9HBX9 | HEK293T-RXFP1 cAMP TR-FRET, 30 min; response scale: percent of porcine relaxin response, buffer zero | Potency, µM (titrated, usually from 57.5 µM), inactives show at the highest dose activation, usual class: activators | 370,000 compounds, 0.3% hits | AID 2676; further: potency means the concentration at half of the fitted maximal effect; on the % scale 0 is the no-effect control and ±100 the full control effect; nearly all actives have a fitted effect of over 60% in size; many of its hits are not listed in these tables
Target sequence (Q9HBX9 whole entry, looked up): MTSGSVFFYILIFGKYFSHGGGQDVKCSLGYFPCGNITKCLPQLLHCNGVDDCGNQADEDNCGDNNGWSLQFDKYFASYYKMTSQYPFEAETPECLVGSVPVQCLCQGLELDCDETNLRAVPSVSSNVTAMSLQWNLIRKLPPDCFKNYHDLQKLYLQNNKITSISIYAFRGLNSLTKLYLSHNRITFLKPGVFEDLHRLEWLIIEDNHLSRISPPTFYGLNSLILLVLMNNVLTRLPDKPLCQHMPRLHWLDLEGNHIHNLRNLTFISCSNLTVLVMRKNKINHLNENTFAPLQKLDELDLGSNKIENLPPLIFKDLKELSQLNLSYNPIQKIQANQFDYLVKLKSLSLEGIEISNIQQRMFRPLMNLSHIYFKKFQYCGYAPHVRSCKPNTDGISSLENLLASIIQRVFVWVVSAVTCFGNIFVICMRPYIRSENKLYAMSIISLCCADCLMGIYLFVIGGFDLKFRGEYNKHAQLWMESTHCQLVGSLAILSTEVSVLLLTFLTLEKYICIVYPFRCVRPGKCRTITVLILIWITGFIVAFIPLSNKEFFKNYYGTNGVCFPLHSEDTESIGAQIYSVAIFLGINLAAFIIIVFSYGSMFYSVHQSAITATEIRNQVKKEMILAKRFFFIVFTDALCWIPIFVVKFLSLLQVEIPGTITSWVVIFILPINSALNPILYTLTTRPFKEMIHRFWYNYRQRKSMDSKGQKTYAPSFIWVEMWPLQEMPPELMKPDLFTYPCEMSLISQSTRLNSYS
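HEK293 cells stably expressing RXFP1, treated 30 min at 37C with compounds plus PDE4 inhibitor Ro 20174; cAMP measured by HTRF TR-FRET. Normalized to buffer and 29 nM porcine relaxin; EC50 by Hill fit.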
D1 ag – activates the human D1 dopamine receptor. P21728. HEK293 T-REx D1 cells, calcium flux, agonist mode. activation, % at 2 µM. 360,000 compounds, 1% hits. AID 504660; in the data active means activation above about 30%; further: 0% is about no effect
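Inducible HEK293 T-REx D1 cells, force-coupled to calcium signalling, were plated at 4000 cells/well with tetracycline and held overnight at 30 C. After no-wash calcium dye loading, compound-evoked calcium rise over 180 s flagged agonists.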
D1 antagonist – human D1 dopamine receptor antagonism | P21728 | HEK293 TREx D1 cells, calcium flux, dopamine EC80; stronger effect = lower value | activity change, negative = inhibition, % at 10 µM | 360,000 compounds, 3.2% hits; in the data active means activity change below about -30%; further: on the % scale 0 is the no-effect control and ±100 the full control effect
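Using tetracycline-induced force-coupled D1 Hek293 cells and a calcium dye, signals were followed for 180 s after compound, then for 180 s after EC80 dopamine, to detect inhibitors.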
D2 PAM – positive allosteric modulators of human D2 dopamine receptor; P14416; HEK293 T-REx D2, calcium flux, EC20 dopamine potentiation; potentiation, % at 10 µM; 340,000 compounds, 0.34% hits;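 active means potentiation over 3 SD above the plate norm, cut at about 30% in these data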; further: 0% is about no effect
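Using a no-wash calcium dye in inducible, force-coupled HEK293 Trex cells expressing D2, we tracked fluorescence each second for 180 s after compound, then for 180 s after EC20 dopamine to detect augmented signalling.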
Vif-APOBEC3F blk – blocks the Vif interaction with APOBEC3F | HeLa A3F-eYFP + Vif (tagged APOBEC3F with the HIV-1 protein that degrades it), YFP fluorescence increase | Potency, µM (doses to about 46.1 µM), without a hit: at the top dose activity, negative = active | 390,000 compounds, 0.2% hits | AID 602313; further: potency means the concentration at half of the fitted maximal effect; % of control where 0% means no effect; nearly all actives have a fitted effect of over 65% in size
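HeLa cells stably expressing Vif plus C-terminally eYFP-tagged A3F were seeded, incubated overnight at 37 deg C, dosed with compound, incubated overnight again at 37 deg C. Yellow fluorescence (Ex 488/Em 500-530) reported blocked Vif-mediated A3F-eYFP degradation.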
GRP78 ERSR act – induces the endoplasmic reticulum stress response in human glioma cells; U87-MG GRP78 promoter luciferase reporter, 16 h; Potency, µM, for the others: at the highest dose activation, usual class: activators; 420,000 compounds, 0.02% hits; AID 602332; further: potency means the concentration at half of the fitted maximal effect; series mostly up to about 76 µM; % of control where 0% means no effect; nearly all actives have a fitted effect of over 35% in size
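ERSR induction read as luciferase luminescence (Bright-Glo, 10 min at room temperature) in stably transfected human U87-MG glioma cells exposed to compounds for 16 h, using GRP78 as sensor.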
D1 PAM – human D1 dopamine receptor positive modulation; P21728; HEK293 TREx D1 cells, calcium flux, dopamine EC20 potentiation; potentiation, % at 10 µM; 360,000 compounds, 0.036% hits; AID 504651; in the data active means potentiation above about 30%; further: 0% is about no effect
LDHA inh – inhibitors of human lactate dehydrogenase A. purified LDHA, NADH/diaphorase-resazurin fluorescence; stronger effect = lower value. activity change, % (values are at about 110 or 230 µM). 480,000 compounds, 0.15% hits. AID 1347041; in the data active means activity change below about -30%; inconclusive means mostly about -25% to -30%;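 further: plate controls were DMSO wells for no effect and wells without enzyme for full effect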
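Enzyme activity of human lactate dehydrogenase 5 (2 nM; 0.06 mM NADH, 0.2 mM pyruvate, 5 min, RT) is measured via a resazurin/diaphorase fluorescence readout of residual NADH.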
* marks the source's active call; other numbers are inactive results; ? = inconclusive; . = not tested or not shown; & = joins results of further samples. Unless noted, the call rests on the fitted dose curve; in most records, active means well fitted curve in the direction sought with a large enough effect; inconclusive means small, poorly fitted or top-dose-only effect, or another doubt; inactive means no such curve, though single readings can be large; an effect the other way counts as inactive or inconclusive. The list is partial; count on the stated rates, not on these rows.

No.	mol	Vif-A3G inh	RXFP1 agonist	D1 ag	D1 antagonist	D2 PAM	Vif-APOBEC3F blk	GRP78 ERSR act	D1 PAM	LDHA inh
1	Cc1ccc(N2CCN(S(=O)(=O)c3ccc(F)cc3)CC2)c(C)c1	1%	0.0%	0	-6	-7	-4%	-1%	0	5
2	Cc1c(Cl)c(-c2n[nH]c(=S)n2CC(C)C)nn1C	-2%	-0.6%	4	-10	16	5%	-3%	-5	-5
3	CCOC(=O)C1=C(C)NC(=O)NC1C (stereo not given)	0%	3.6%	2	-5	0	-1%	-3%	-3	-8
4	COc1ccc(NC(=O)c2sc3nc(N4CCOCC4)c4c(c3c2N)CC(C)(C)OC4)c(OC)c1	-3%	0.0%	-1	1	-1	2%	0%	8	2
5	CSCCC(NC(=O)COc1ccccc1)C(=O)N(C)Cc1ccc(SC)cc1 (stereo not given)	1%	-2.0%	5	-18	-2	-5%	-1%	-6	-3
6	N#Cc1ccc(CSc2ccccn2)c(Cl)c1	-1%	0.5%	7	-8	10	0%	3%	2	-2
7	O=C(CCN1CCN(CCO)CC1)Nc1ccc(C2CCCC2)cc1	3%	2.7%	1	-8	13	-2%	-1%	-1	0
8	CCN(CC)S(=O)(=O)c1cccc(C(=O)Nc2ccc3c(c2)OCO3)c1	0%	1.0%	2	-15	-5	3%	7%	1	-1
9	CN(C(=O)c1ccncc1)c1nnc(-c2ccccn2)s1	-5%	1.8%	1	4	-2	-5%	-1%	2	-6
10	CC(Oc1ccc2ccc(=O)oc2c1)C(=O)N1CCOCC1 (stereo not given)	3%	5.2%	4	6	-9	9%	-1%	-4	-1
11	Cc1noc(C)c1COc1cccc(C(=O)OCC(=O)NC(=O)c2ccc(OC(F)F)cc2)c1	1%	-0.4%	11	-13	12	-8%	-1%	-1	-2
12	CCOc1ccccc1Oc1c(C)oc2c(CN3CCN(CCO)CC3)c(O)ccc2c1=O	-1%	2.6%	4	-1	10	0%	-3%	-3	0
13	O=C(CCC(=O)N1CCOc2ccccc21)Nc1ccccc1Cl	1%	-0.9%	1	-15	-4	1%	-6%	-11	-4
14	COc1ccc(C)cc1S(=O)(=O)N(CC(=O)Nc1cccc([N+](=O)[O-])c1)c1ccc(C)cc1	-2%	-3.5%	10	6	-5	5%	-4%	2	-4
15	CCN(CC)CCCNC(=O)c1ccc2c(=O)n(CCc3ccccc3)c(=O)[nH]c2c1	3%	0.0%	1	-16	-2	-3%	0%	-2	-7
16	CSc1c(CC(=O)Nc2ccccc2)n(Cc2ccccc2)c2ccccc12	-4%	-0.5%	-1	-5	8	-10%	-4%	-5	-4
17	NCCCCC(=O)O	-1%	0.5%	-1	3	-8	-8%	-2%&-4%&-4%	-6	-9
18	O=C(Nc1ccccc1N1CCOCC1)c1ccc(F)c(S(=O)(=O)N2CCOCC2)c1	2%	-0.4%	-1	4	-1	1%	1%	5	-6
19	C=CCn1c(Cc2ccc(OCC)cc2)nnc1SCC(N)=O	0%	-1.4%	5	27	9	-6%	-4%	6	-4
20	COc1ccc2c(c1)sc1ncc(C(=O)NCc3cccc(Cl)c3)c(=O)n12	-2%	3.4%	0	15	-4	-1%	-4%	-4	-4

(next part)
No.	mol	Vif-A3G inh	RXFP1 agonist	D1 ag	D1 antagonist	D2 PAM	Vif-APOBEC3F blk	GRP78 ERSR act	D1 PAM	LDHA inh
21	COC(=O)C(CCSC)NC(=O)CNC(=O)C1CCCCC1 (stereo not given)	3%	0.3%	0	1	-12	-4%	-3%	-2	-7
22	CNC(=S)N(Cc1ccco1)Cc1cc2cc(OC)ccc2[nH]c1=O	0%	-2.3%	25	-19	-30	14%	-3%	-4	-8
23	CCCCN(C(=O)c1ccc(-c2ccc(Cl)cc2)o1)c1c(N)n(CC(C)C)c(=O)[nH]c1=O	-9%	5.2%	1	18	-10	-5%	3%	1	-15&-2
24	COc1ccc(N(CC(=O)Nc2cccnc2)S(=O)(=O)c2ccccc2)cc1OC	1%	3.1%	2	10	-8	-1%	-3%	-3	8
25	COC(=O)c1ccc(Oc2nc(C)cc(Oc3ccccc3)n2)cc1	1%	-3.5%	1	-4	-6	1%	-3%	-2	-4
26	CCOC(=O)C1CCN(C(C(=O)NC2CCCCC2)c2ccc(OC)cc2)CC1 (stereo not given)	2%	0.7%	6	-8	-2	-1%	3%	4	-5
27	Cn1c(C2=C(O)CN(c3ccc4c(c3)OCCO4)C2=N)nc2ccccc21	-6%	0.7%	1	-15	17	-4%	1%	-5	-10
28	CCCCn1c(/N=C/c2ccc(N(C)C)cc2)nc2ccccc21	0%	1.1%	18	-11	49*	-7%	-3%	-8	-5
29	COc1ccccc1N1CCN(C2CCCN(C(=O)c3ccoc3)C2)CC1 (stereo not given)	3%	-1.8%	2	6	-18	-7%	-2%	2	-5
30	Cc1csc(-c2cccnc2)n1	0%	-2.0%	2	11	11	5%	-2%	-3	-6
31	O=C(CNC(=O)c1ccc2c(c1)OCO2)N/N=C/c1cccc([N+](=O)[O-])c1	-4%	-2.1%	3	-9	-3	1%	-1%	1	-1
32	CCc1ccc(NC(=O)c2ccc3[nH]c(C)c(C)c3c2)cc1	0%	0.1%	4	6	14	0%	5%	-4	7
33	COCCNC(=O)c1cc2nc3c(c(C(F)(F)F)n2n1)CCc1ccccc1-3	0%	-2.5%	3	-2	-4	-10%	-5%	0	-6
34	CC(=O)c1c(C)[nH]c(C(=O)/C(C#N)=C/c2cccc(C)c2)c1C	-8%	-0.7%	2	1	-2	-15%	-4%	-10	-7
35	CC1C(=O)Nc2ccccc2N1C(=O)c1ccc(F)cc1F (stereo not given)	-7%	1.1%	2	-5	15	1%	-3%	-8	-1
36	CC(=O)CSc1nc(-c2ccccc2)[nH]c1S(=O)(=O)c1ccc(C)cc1	-3%	0.9%	-1	-9	-7	2%	-1%	0	-2
37	COc1ccccc1N1CCN(C(=O)CCSCc2ccccc2F)CC1	5%&-1%	-0.6%&4.1%	3&-1	-18&-27	7	6%&2%	-5%&-2%	2&0	-5&2
38	CCCCN1C(=O)C(CC(=O)NCc2cccc3ccccc23)CC(C(=O)N2CCOCC2)=C1C (stereo not given)	-3%	.	.	.	.	-5%	1%	.	-6
39	C1=C(c2ccccc2)Nc2nnnn2C1c1cccs1 (stereo not given)	?	0.9%	4	-10	-2	?	2%	-2	-4
40	Nc1cc(=O)nc(SCC(=O)Nc2cccc(Cl)c2)n1CCc1ccccc1	2%	1.2%	11	4	-11	-4%	-6%	-1	0

More compounds
No.	mol	Vif-A3G inh	RXFP1 agonist	D1 ag	D1 antagonist	D2 PAM	Vif-APOBEC3F blk	GRP78 ERSR act	D1 PAM	LDHA inh
41	CC(=O)Nc1ccc(NC(=O)CCc2c(C)nc3c(c(C)nn3-c3ccccc3)c2C)cc1	0%	?	17	-17	4	-3%	-4%	-3	0
42	COc1cccc(C2=NN(C(=O)c3ccccc3)C(O)(C(F)(F)F)C2)c1 (stereo not given)	0%	0.0%	-1	21	6	.	0%	-2	1
43	CCOC(=O)c1sc(=S)n(-c2ccccc2)c1N(C(C)=O)C(C)=O	0%	1.5%	2	-12	.	7%	-5%	0	-11
44	CCc1cc(C)cc(OCCNC(=O)c2cncc(Br)c2)c1	0%	0.2%	9	-1	-16	.	-7%	13	-3
45	COC(=O)C1=C(N)OC2=C(C(=O)CCC2)C1c1cccnc1 (stereo not given)	2%	-2.7%	2	-9	7	7%	-3%	-4	-16
46	CCOC(=O)C1=c2s/c(=C\c3cccnc3)c(=O)n2C(N)=C(C(=O)OC)C1c1cccnc1 (stereo not given)	4%	0.4%	4	1	1	19%	-4%	-3	2
47	Cc1nc2ccccc2c2oc(C(=O)N3CCN(C4CCCCC4)CC3)cc12	1%	7.7%	1	-20	-18	1%	-2%	4	-3
48	CCCNC(=O)CCc1c(C)nc2nc(CNC(=O)c3ccccc3)nn2c1C	1%	5.5%	1	4	-12	-9%	-2%	-2	-2
49	CC1(C)OC(=O)C(=CNc2ccccc2F)C(=O)O1	0%	-1.4%	-2	1	-7	-2%	-2%	1	-6
50	Cc1ccc(-n2c(SCc3ccccc3F)nc3[nH]ncc3c2=O)cc1Cl	-8%	-3.2%	3	34	-10	0%	-4%	-8	3
51	CC(C)n1nnnc1SCC(=O)Nc1ccccc1N1CCOCC1	1%	0.1%	1	4	2	-9%	-1%	-2	-5
52	C=CCSc1n[nH]c(-c2ccc(OCCCC)cc2)n1	1%	-0.2%	6	2	5	?	-1%	2	-1
53	CN(C)S(=O)(=O)c1cccc(C(=O)NCCCn2ccnc2)c1	1%	16%	0	-17	-1	-14%	2%	-3	1
54	CC1CCCN(CCCNC(=O)c2cc3c(Cl)nc4ccccc4c3s2)C1 (stereo not given)	7%&7%	4.1%&0.8%	1&7	-6&2	-29&-13	?	-6%&-3%	-8&0	-7&-5

Looked up one by one from the entries so far, two records:
No.	mol	Vif-A3G inh	RXFP1 agonist	D1 ag	D1 antagonist	D2 PAM	Vif-APOBEC3F blk	GRP78 ERSR act	D1 PAM	LDHA inh
48	CCCNC(=O)CCc1c(C)nc2nc(CNC(=O)c3ccccc3)nn2c1C	1%	5.5%	1	4	-12	-9%	-2%	-2	-2
50	Cc1ccc(-n2c(SCc3ccccc3F)nc3[nH]ncc3c2=O)cc1Cl	-8%	-3.2%	3	34	-10	0%	-4%	-8	3
